Assay outcomes: PubChem, National Center for Advancing Translational Sciences (NCATS)
TDP1 block = TDP1 (human) enzyme inhibition; Q9NUW8; recombinant TDP1, AlphaScreen DNA substrate cleavage; Potency, µM (top dose mostly 130 µM), for inactives: top-dose activity change, negative = inhibition, most hits filed as inhibitors; 350,000 compounds, 0.28% hits; note: nearly all actives have a fitted effect of over 40% in size
Target sequence (Q9NUW8 whole entry, looked up): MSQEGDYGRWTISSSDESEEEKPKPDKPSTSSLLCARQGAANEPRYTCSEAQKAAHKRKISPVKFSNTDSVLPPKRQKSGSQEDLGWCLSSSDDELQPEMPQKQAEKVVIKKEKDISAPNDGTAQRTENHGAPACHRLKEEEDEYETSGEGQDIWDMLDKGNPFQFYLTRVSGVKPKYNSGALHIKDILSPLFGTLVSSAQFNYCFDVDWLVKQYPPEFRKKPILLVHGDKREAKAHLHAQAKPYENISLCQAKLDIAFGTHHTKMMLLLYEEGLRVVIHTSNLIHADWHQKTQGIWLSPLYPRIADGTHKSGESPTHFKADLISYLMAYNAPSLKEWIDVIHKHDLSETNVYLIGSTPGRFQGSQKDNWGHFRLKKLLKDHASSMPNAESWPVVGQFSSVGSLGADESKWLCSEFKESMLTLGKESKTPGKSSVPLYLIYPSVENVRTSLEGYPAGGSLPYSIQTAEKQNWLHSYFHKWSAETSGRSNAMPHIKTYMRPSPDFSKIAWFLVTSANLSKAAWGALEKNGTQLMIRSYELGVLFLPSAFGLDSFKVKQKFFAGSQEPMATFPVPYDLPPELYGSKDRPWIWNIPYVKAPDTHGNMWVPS
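Steps: enzyme plus compound, 15 min RT; add biotin/phosphotyrosine-FITC oligonucleotide (15 nM final), react 5 min; add donor/acceptor beads (10 ug/ml final), 10 min; read AlphaScreen. Tdp1 at 1 nM final.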
TDP1 cell CPT = growth inhibition of DT40 Tdp1-/-;hTDP1 cells with camptothecin (screen for TDP1 inhibitors). chicken DT40 Tdp1-/-;hTDP1 cells + 20 nM CPT, ATP luminescence, 48 h. Potency, µM (doses to about 46.2 µM), for inactives: at the top dose activity change, negative = growth inhibition, most hits filed as inhibitors. 420,000 compounds, 12% hits; note: nearly all actives have a fitted effect of over 55% in size
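Chicken DT40 Tdp1-/- cells stably complemented with human TDP1 were seeded at 400 cells/well in medium containing 20 nM camptothecin, exposed to pin-transferred compounds, and grown at 37 °C for at least 48 hr. Viability was read as ATP luminescence.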
DT40 TDP1 no CPT = qHTS for Inhibitors of human tyrosyl-DNA phosphodiesterase 1 (TDP1): qHTS in cells in absence of CPT. DT40 Tdp1-/- hTDP1 cells, no CPT, ATP luminescence, 48 h. 420,000 compounds, 15% hits. Potency, µM (highest dose often 46.2 µM), without a hit: top-dose activity change, negative = growth inhibition, actives largely listed as inhibitors; note: nearly all actives have a fitted effect of over 55% in size
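No-CPT arm: Tdp1-/-;hTDP1 DT40 cells (400/well) plus compounds, incubated ≥48 hr at 37 °C. Readout CellTiter-Glo luminescence.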
* = called active by the depositor; ? = inconclusive; . = no result given; [ ] = remark or other dose. Calls come from the whole dose curve; as a rule, active = well fitted curve in the direction sought with a large enough effect; inconclusive = small, poorly fitted or top-dose-only effect, or another doubt; inactive = no such curve, though single readings can be large; an effect the other way counts as inactive or inconclusive. % is set by controls: 0 for no effect and ±100 for the full control effect; potency is the fitted concentration of half-maximal effect.

1) Cc1[nH]n(-c2ncc(-c3ccccc3)s2)c(=O)c1C(c1ccc(Br)cc1)C(C#N)C#N (centres undefined)
2) Cc1ccc(S(=O)(=O)N2CCN(C(=O)CCn3nc(C)c(C)c3C)CC2)cc1
3) O=C(NCC1CCCO1)c1cc(S(=O)(=O)N2CCOCC2)ccc1Cl (centres undefined)
4) CCCCNC(=O)C1CCN(C(=O)C2CCN(S(=O)(=O)c3ccc(C)cc3)CC2)CC1
5) COc1ccc(NC(=O)CN(C)C(=O)Cc2c[nH]c3ccccc23)cc1
6) CCCCC(NC(=O)c1cccc(Br)c1)C(=O)O (centres undefined)
7) c1cncc(-c2nnc3n2C2(CCCCC2)Cc2ccccc2-3)c1
8) CC(=O)c1cc(CC(=O)N2CCc3c([nH]c4ccccc34)C2c2ccccn2)cs1 (centres undefined)
Assay by compound	1	2	3	4	5	6	7	8
TDP1 block	6%	9%	4%	1%	1%	7%	1%	8%
TDP1 cell CPT	?	14%	-8%	-21%	-5%	2%	-14%	?
DT40 TDP1 no CPT	?	-1%	-8%	0%	-22%	1%	-9%	?

9) CC(=O)NN1C(=O)c2ccc3c4c(ccc(c24)C1=O)C(=O)N(NC(C)=O)C3=O
10) Cc1ccc(C2C(C#N)=C(N)SC(N)=C2C#N)cc1
11) Cc1cc(C)n(-c2ccc(C(=O)OCC(=O)c3ccc(Br)s3)cc2)n1
12) O=C(CSc1nnc2c(n1)[nH]c1ccc(F)cc12)OCc1ccccc1
13) COc1ccccc1-c1noc(-c2ccc(NC3CCCC3)c([N+](=O)[O-])c2)n1
14) Cc1ncoc1C(=O)NCc1ccccc1Cl
15) Cn1ncc2nnn(-c3ccccc3)c(=O)c21
16) O=C(Nc1nc(-c2ccccc2)cs1)C1CCCN(S(=O)(=O)c2ccccc2)C1 (centres undefined)
Assay by compound	9	10	11	12	13	14	15	16
TDP1 block	-3%	3%	6%	0%	6%	-3%	2%	-3%
TDP1 cell CPT	?	?	-19%	-2%	18µM*	-11%	8%	6.5µM*
DT40 TDP1 no CPT	?	?	0%	-16%	23µM*	?	-19%	6.5µM*

17) COc1ccc(Cl)cc1NC(=O)CSc1nc(=O)[nH]c2c1CCCC2
18) COCCNC(=S)N1CCCC(CO)C1 (centres undefined)
19) CCCn1c(SCC(=O)N(CC)CC)nnc1-c1ccncc1
20) COc1cccc(CN2CCC(C(=O)NC(C)c3cccc4ccccc34)CC2)c1 (centres undefined)
21) CC(C)CN1CCC(C(=O)NC(c2ccc(F)cc2)c2ccc3ccccc3n2)CC1 (centres undefined)
22) Cc1cccc(C)c1NC(=O)c1nc(S(=O)(=O)Cc2ccccc2)ncc1Cl
23) CCC(Oc1ccccc1)C(=O)N(Cc1ccccc1)c1ccccn1 (centres undefined)
24) COc1cc(C(CC(=O)NCCC(C)C)N2Cc3ccccc3C2=O)cc(OC)c1OC (centres undefined)
Assay by compound	17	18	19	20	21	22	23	24
TDP1 block	0%	-5%	0%	.	.	4%	-3%	8%
TDP1 cell CPT	?	2%	-16%	23µM*	?	2.6µM*	?	-7%
DT40 TDP1 no CPT	-57%	2%	-7%	16µM*	23µM*	2.9µM*	16µM*	-26%

Compounds shown so far that have an aryl thioether with sulfur outside any ring:
12) O=C(CSc1nnc2c(n1)[nH]c1ccc(F)cc12)OCc1ccccc1
17) COc1ccc(Cl)cc1NC(=O)CSc1nc(=O)[nH]c2c1CCCC2
19) CCCn1c(SCC(=O)N(CC)CC)nnc1-c1ccncc1
Assay by compound	12	17	19
TDP1 block	0%	0%	0%
TDP1 cell CPT	-2%	?	-16%
DT40 TDP1 no CPT	-16%	-57%	-7%

Next section
25) O=C(COc1ccccc1C(=O)Nc1ccccc1)NC1CCCCC1
26) O=C(COc1cc(Cl)c(Cl)cc1Cl)NCCN1CCOCC1
27) O=Cc1cccn1-c1cccc([N+](=O)[O-])c1
28) Cc1cccc(NC(=O)CN2CCN(C(=O)CNC(=O)Cc3cccc4ccccc34)CC2)c1C
29) COc1ccc(NC(=O)Nc2cccc3c2O[C@H](CN(C)S(C)(=O)=O)[C@@H](C)CN([C@H](C)CO)C3=O)cc1
30) CSC1=NC=C(C#N)C2=NC(c3c(Cl)cccc3Cl)NN12 (centres undefined)
31) CC(=O)Nc1ccc(-c2ccnc3c2CC(C(=O)NCC2CCOCC2)O3)cc1 (centres undefined)
32) CCOC(=O)c1c(S(=O)(=O)NCC(=O)Nc2ccc(C)c(N(C)C)c2)c(C)n(C)c1C
Assay by compound	25	26	27	28	29	30	31	32
TDP1 block	.	8%	9%	0%	2%	.	.	5%
TDP1 cell CPT	?	?	-3%	23µM*	-24%	?	4.6µM*	6%
DT40 TDP1 no CPT	?	?	-8%	10µM*	-3%	?	4.1µM*	-10%

33) Cc1ccnc(NS(=O)(=O)c2ccc(NC(=O)c3ccc(Br)o3)cc2)n1
34) Cc1cc(-c2nc3cccnc3s2)ccc1NS(=O)(=O)c1cccs1
35) CC(C)=C(NC(=O)c1ccco1)C(=O)NCCc1nc2ccccc2[nH]1
36) Cc1ccc(OCc2nnc(SCc3cc(=O)[nH]c4ccccc34)o2)cc1
37) COC(=O)Cc1ccc(OC2(C)CCN(Cc3ccccc3OC(F)F)C2)cc1 (centres undefined)
38) CCCN(C/C=C\I)[C@@H]1CCc2cccc(O)c2C1
39) CC(=O)Nc1cccc(NC(=O)c2ccco2)c1
40) Cc1cc(NC(=O)C(C)SCC(=O)Nc2ccc(SC(F)F)cc2)no1 (centres undefined)
Assay by compound	33	34	35	36	37	38	39	40
TDP1 block	0%	.	3%	4%	.	0%	9%	1%
TDP1 cell CPT	2%	-11%	14%	-4%	-13%	?	-9%	?
DT40 TDP1 no CPT	0%	?	-4%	-20%	?	21µM*	12%	?

41) CCOC(=O)NC1CCS(=O)(=O)C1 (centres undefined)
42) COC(=O)c1c(NC(=O)c2ccco2)sc2c1CC(C)(C)NC2(C)C
43) O=C(N/N=C/c1ccccc1)c1ccc(OCc2ccccc2)cc1
44) CC1(C)Cc2c(sc3ncnc(N)c23)CO1
45) N/C(=N\OC(=O)c1cc([N+](=O)[O-])ccc1Cl)c1cccnc1
46) CCN(CC)CCN1C(=O)C(=O)/C(=C(/O)c2ccncc2)C1c1ccccc1F (centres undefined)
47) CC1(C)COC(/C=C/c2ccc([N+](=O)[O-])cc2)=N1
48) COCCNC(=O)c1cc2oc3ccccc3c2n1C
Assay by compound	41	42	43	44	45	46	47	48
TDP1 block	1%	-1%	4%	5%	.	3%	5%	5%
TDP1 cell CPT	12%	16%	-17%	-8%	?	9%	?	29%
DT40 TDP1 no CPT	-13%	7%	-1%	-20%	?	11%	16µM*	?

49) O=C(Nc1ccccc1N1CCCCC1)C1CC(=O)N(c2ccccc2F)C1 (centres undefined)
50) Cc1cccc(NC(=O)CN(CC2CCCO2)C(=O)c2ccc(S(C)(=O)=O)cc2)c1C (centres undefined)
51) COc1ccc(-c2nc(NC(=O)c3n[nH]c(=O)c4ccccc34)sc2C)cc1
52) Cc1ccn2c(Nc3ccc4c(c3)OCCO4)c(-c3ccc(C)o3)nc2c1
53) COc1cc2c(=O)n(Cc3ccco3)c(=O)n(CC(=O)c3cccc(Br)c3)c2cc1OC
54) CCOC(=O)CN1CCC(C2(c3cc4ccccc4[nH]3)OCCO2)CC1
55) CC(C)CC(N)c1csc(Nc2ccc(C(=O)NCCCO)cn2)n1 (centres undefined)
56) COc1cc2nc(N(C)C)c(CNC3CCOC(C)(C)C3)cc2c(OC)c1OC (centres undefined)
Assay by compound	49	50	51	52	53	54	55	56
TDP1 block	0%[56.1 µM]	7%	3%	13%	3%	.	.	.
TDP1 cell CPT	-22%	1%	21µM*	21µM*	?	-28%	?	-7%[9.04 µM]
DT40 TDP1 no CPT	1%	21%	9.2µM*	?	?	4%	?	-23%

Random excerpt: 2 records from the list
54) CCOC(=O)CN1CCC(C2(c3cc4ccccc4[nH]3)OCCO2)CC1
49) O=C(Nc1ccccc1N1CCCCC1)C1CC(=O)N(c2ccccc2F)C1 (centres undefined)
Assay by compound	54	49
TDP1 block	.	0%[56.1 µM]
TDP1 cell CPT	-28%	-22%
DT40 TDP1 no CPT	4%	1%

Additional records
57) CCOc1ccc(NC(=O)CC2C(=O)N(c3cccc(C)c3)C(=O)N2Cc2ccco2)cc1 (centres undefined)
58) Cc1ccc(S(=O)(=O)N(C)C)cc1NC(=O)C(C)OC(=O)c1ccc2ccccc2n1 (centres undefined)
59) COC(=O)c1cc(CSc2nc3ccccc3[nH]2)oc1C
60) CC(=O)c1ccc(NC(=O)CSc2nnc(-c3ccncc3)n2-c2ccccc2)cc1
61) O=c1[nH][nH]c2c(N=Cc3ccccc3O)ccc(F)c12
62) CCOC(=O)C1CCN(c2ccccc2CN2CCN(c3ccccc3OCC)CC2)CC1
63) COc1ccc(-c2noc(CNC(=O)C(C)Oc3ccccc3)n2)cc1 (centres undefined)
64) O=C(Cn1nc2n(c1=O)-c1ccccc1SC2)N/N=C/c1cccnc1
Assay by compound	57	58	59	60	61	62	63	64
TDP1 block	8%	0%[56.1 µM]	8%	-5%	-9%	.	1%[56.1 µM]	4%
TDP1 cell CPT	?	-5%	15µM*	-10%	?	?	-12%	-2%
DT40 TDP1 no CPT	?	-1%	23µM*	1%	?	?	-7%	-4%

65) COc1ccc(OC)c(NC(=O)COCc2cc(-c3ccco3)on2)c1
66) Cc1cccc(CSc2nnc(CCCCCNC(=O)OC(C)(C)C)o2)c1
67) CC(C)Oc1cccc(NC(=O)c2cnccc2C(F)(F)F)c1
68) CC(CCN1C(Nc2ccccc2)=NC[C@@H]1C)c1ccccc1 (some centres undefined)
69) O=C1CSC(c2ccco2)N1 (centres undefined)
70) Cc1ccccc1N1CCN(C(=O)c2ccccc2NC(=O)C2CC=CCC2C(=O)O)CC1 (centres undefined)
71) CC(=O)Nc1ccc(S(=O)(=O)NC(C)c2ccncc2)cc1 (centres undefined)
72) CN(C(=O)c1ccc(NC(=O)Cc2ccc(NC(=O)C3CCN(C(=O)C4CC4)CC3)cc2)cc1)C1CCCC1
Assay by compound	65	66	67	68	69	70	71	72
TDP1 block	2%	1%	3%	.	1%	4%	2%	.
TDP1 cell CPT	?	?	-4%	23µM*	1%	-4%	?	-26%
DT40 TDP1 no CPT	?	16µM*	-13%	12µM*	-16%	-24%	?	-20%

73) CCOC(=O)[C@H]1[C@H]2COc3ccc(OC)cc3[C@H]2N2C(=O)CN(Cc3ccccc3)C(=O)[C@@]12C
74) COc1ccc(C(=O)NCCCN2CCOCC2)cc1S(=O)(=O)N1CCCc2ccccc21
75) COC(=O)Nc1ncc(CN2C(=O)c3ccccc3C2=O)s1
76) CCOC(=O)C(=CNc1ccc(C(F)(F)F)cc1)C(=O)OCC
77) COCCNc1nc2nonc2nc1N(C)Cc1ccc(C)cc1
78) COC(=O)c1ccc(CSc2nnc(C)s2)cc1
79) O=C1c2ccccc2C(=O)c2c1ccc(C(=O)N1CCCCC1)c2NCCO
80) CC1CN(C(=O)CN2C(=O)NC3(CCCCCC3)C2=O)CC(C)O1 (centres undefined)
Assay by compound	73	74	75	76	77	78	79	80
TDP1 block	.	2%	2%	-4%	.	2%	7%	1%
TDP1 cell CPT	17%	-1%	-1%	4%	-7%	12µM*	?	-2%
DT40 TDP1 no CPT	9%	-16%	-6%	-32%	-7%	10µM*	?	-21%

81) CCOc1ccc(C(=O)c2c(N)c(-c3nc(-c4ccc(OCC)cc4)cs3)c3ccccn23)cc1
82) CCN1CCN(C(=O)NC(c2ccc(C)c(F)c2)C(Cl)Cl)CC1 (centres undefined)
83) CC1CCCN(C(=O)COC(=O)Cc2c[nH]c3ccccc23)C1 (centres undefined)
84) CC1(C(=O)N2Cc3ccccc3C2)CCN1C(=O)Cc1ccccc1 (centres undefined)
85) CN1CC(COCc2ccccc2)Oc2ccccc2S1(=O)=O (centres undefined)
86) CCc1ccc2c(CN3CCc4cc(OC)c(OC)cc4C3)cc(=O)oc2c1
87) COc1ccc(C(c2nnnn2Cc2cccs2)N2CCN(c3ccccc3F)CC2)cc1OC (centres undefined)
Assay by compound	81	82	83	84	85	86	87
TDP1 block	-3%	-3%	1%	.	0%[56.1 µM]	3%	3%
TDP1 cell CPT	-16%	1%	-13%	?	?	?	?
DT40 TDP1 no CPT	-14%	1%	-1%	?	-23%	23µM*	?
